Ba/F3 V617F tox: loss of viability in JAK2V617F-driven Ba/F3 cells | Ba/F3 EpoR-JAK2V617F viability, ATP luminescence | inhibition, % at 5.6 µM | 220,000 compounds, 1.1% hits | AID 1446;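 active means inhibition above the campaign mean plus 3 SD over all tested compounds, cut at about 24% in these data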;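 further: cytokine-independent growth of Ba/F3 cells driven by EpoR plus mutant JAK2; 0% = DMSO-treated cells and 100% = JAK inhibitor I control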
EP2 mod: modulators of human EP2 prostaglandin E2 receptor. P43116. EP2-expressing cells, cAMP HTRF FRET, PGE2 co-stimulation. induction, % at 25 µM. 260,000 compounds, 0.83% hits. AID 940;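 active means compounds whose cAMP rise, as percent of the full-agonist control response, exceeds 60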;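 further: rat C6 glioma line stably carrying human EP2 under a CMV promoter; the protocol text gives 20 µM as final concentration; 100% = response of wells given 1 µM PGE2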
m-calpain inh: blocks pig calpain II enzyme activity; 220,000 compounds, 0.37% hits; purified calpain II, fluorogenic peptide substrate, 30 min; inhibition, % at 16 µM;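 active means inhibition above about 50%, limit read from the data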
S1P4 antagonist: human S1P4 receptor antagonism | O95977 | AID 1510 | 220,000 compounds, 0.26% hits | S1P4-expressing cells, antagonist mode, reporter read-out | inhibition, % at 4.98 µM; in the data active means inhibition above about 29%;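 further: 0% = wells stimulated with agonist and 100% = vehicle wells without agonist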
BaF3 tox: reduces parental Ba/F3 cell viability, JAK2V617F counter-screen; 220,000 compounds, 1.1% hits; CellTiter-Glo ATP luminescence; inhibition, % at 5.6 µM;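 active means inhibition above a per-campaign cutoff, the mean inhibition of all tested compounds plus 3 SD, cut at about 27% in these data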;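 further: 0% = DMSO wells and 100% = JAK Inhibitor I control wells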
PERK inhibitor: human PERK inhibition, primary cell-based screen | Q9NZJ5 | CHO PERK-DD fusion, SEAP luminescence translation reporter | 220,000 compounds, 0.17% hits | inhibition, % at 5.6 µM;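 active means inhibition above the mean inhibition of all tested compounds plus 3 SD, set separately per screening campaign, cut at about 2.9% in these data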;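 further: PERK kinase domain activated by AP20187 dimerizer at 100 nM; 0% = DMSO with dimerizer and 100% = rapamycin at 8.4 µM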
Target sequence (Q9NZJ5 whole entry, looked up, the tested form may be a part): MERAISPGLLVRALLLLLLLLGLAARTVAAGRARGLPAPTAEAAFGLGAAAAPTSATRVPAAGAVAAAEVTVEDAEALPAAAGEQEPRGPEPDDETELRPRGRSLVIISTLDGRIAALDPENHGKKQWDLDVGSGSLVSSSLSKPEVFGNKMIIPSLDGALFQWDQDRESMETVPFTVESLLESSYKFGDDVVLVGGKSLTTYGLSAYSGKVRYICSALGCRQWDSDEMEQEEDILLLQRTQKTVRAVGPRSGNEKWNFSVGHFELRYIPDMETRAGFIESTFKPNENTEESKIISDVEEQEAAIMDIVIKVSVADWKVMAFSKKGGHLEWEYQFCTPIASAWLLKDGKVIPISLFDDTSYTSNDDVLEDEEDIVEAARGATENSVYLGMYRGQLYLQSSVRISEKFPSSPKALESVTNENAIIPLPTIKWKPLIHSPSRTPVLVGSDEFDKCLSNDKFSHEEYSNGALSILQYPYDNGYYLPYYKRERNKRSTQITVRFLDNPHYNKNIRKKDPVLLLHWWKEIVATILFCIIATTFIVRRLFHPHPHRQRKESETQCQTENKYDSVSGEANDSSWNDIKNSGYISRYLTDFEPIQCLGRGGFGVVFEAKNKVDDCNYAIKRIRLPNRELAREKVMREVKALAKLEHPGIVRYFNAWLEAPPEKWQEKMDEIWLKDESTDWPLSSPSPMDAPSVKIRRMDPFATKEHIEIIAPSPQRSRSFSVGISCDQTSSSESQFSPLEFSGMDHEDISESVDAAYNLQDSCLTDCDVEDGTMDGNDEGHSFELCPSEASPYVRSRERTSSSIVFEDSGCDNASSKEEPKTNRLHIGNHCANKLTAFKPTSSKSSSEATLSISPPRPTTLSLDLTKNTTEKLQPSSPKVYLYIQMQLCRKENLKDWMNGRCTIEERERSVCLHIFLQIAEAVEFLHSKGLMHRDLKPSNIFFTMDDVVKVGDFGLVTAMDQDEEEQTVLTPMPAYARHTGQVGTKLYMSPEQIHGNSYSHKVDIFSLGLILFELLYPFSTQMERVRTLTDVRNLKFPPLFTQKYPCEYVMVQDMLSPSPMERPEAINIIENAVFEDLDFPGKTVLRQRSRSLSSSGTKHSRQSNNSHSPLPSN
zfTRPN1 agonist: zebrafish TRPN1 (NompC) channel agonism; HEK293 zebrafish TRPN1-YFP, Fluo-8 calcium fluorescence; 100% = response to 87 µM carbachol; activation, % at 3 µM; 220,000 compounds, 0.18% hits; AID 1424;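 active means activation above its plate's cutoff, the mean activation of test wells on that plate plus 3 SD, cut at about 19% in these data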;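 further: 0% = DMSO alone and 100% = 87 µM carbachol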
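Material: zebrafish TRPN1-YFP in HEK293 cells. Doses: one dose of 3 µM, 0.3% DMSO. Incubation: dye 1 h 37 °C plus 30 min RT. Measured by: intracellular calcium fluorescence with Fluo-8.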
S1P4 ag: activates the human S1P4 receptor; activation, % at 4.98 µM; AID 1509; S1P4-expressing cell line, agonist reporter assay; 220,000 compounds, 0.35% hits; O95977; in the data active means activation above about 11%;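 further: 0% = DMSO vehicle and 100% = reference agonist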
TRPML3 agonist: agonists of human TRPML3 channel | Q8TDD5 | HEK293 TRPML3-YFP, Fluo-8 calcium fluorescence; 100% = the carbachol control signal | activation, % at 3 µM | 220,000 compounds, 0.29% hits | AID 1448;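 active means activation above its plate's cutoff, the mean activation of the plate's test wells plus 3 SD, cut at about 12% in these data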;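 further: 0% = DMSO only wells and 100% = carbachol wells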
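Test system: TRPML3-YFP stable HEK293 cells. Doses: single point at 3 µM. Incubation: dye loading 1 h 37 °C then 30 min ambient, 125 s read. Signal: Fluo-8 calcium dye fluorescence, ex 470-495, em 515-575 nm. Measure: percent activation from peak-to-basal fluorescence ratio, scaled between DMSO and carbachol.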
Starred values were filed as active, the others as inactive; . = no result given; & = joins results of further samples.

Every second line gives: Ba/F3 V617F tox | EP2 mod | m-calpain inh | S1P4 antagonist | BaF3 tox | PERK inhibitor | zfTRPN1 agonist | S1P4 ag | TRPML3 agonist
1. CCOC(=O)C(C)N1C(=O)S/C(=C/c2cc(C)n(-c3ccccn3)c2C)C1=O (configuration not stated)
    0 | 11 | 23 | -1 | 2 | -2.8 | 0.3 | 1.1 | 1.0
2. Cc1c(NC(C)c2ccccc2O)c(=O)n(-c2ccccc2)n1C (configuration not stated)
    4 | 5 | -29 | -10 | 8 | 0.1 | 0.7 | 2.4 | 0.1
3. CCC(C)NS(=O)(=O)c1ccc(NS(C)(=O)=O)cc1 (configuration not stated)
    4 | 9 | 4 | -17 | 2 | 0.0 | 1.0 | 0.3 | 0.6
4. Cc1c(Cl)c([N+](=O)[O-])nn1CCCC(=O)NC1CCCCC1
    0 | 10 | -24 | 1 | 7 | 0.5 | 1.2 | -1.4 | 0.6
5. COc1cc(NC(=O)Nc2ccccc2)c(OC)cc1NC(=O)CN1CCCCC1
    -5 | 1 | -72 | -8 | 1 | -0.4 | -1.1 | -1.7 | -1.1
6. CC(C(=O)N1CCc2ccccc2C1)N1C(=O)c2ccccc2C1=O (configuration not stated)
    -3 | -17 | -27 | 3 | -8 | 0.3 | -1.0 | 0.5 | 0.5
7. CSc1n[nH]c(NC(C)=O)n1
    2 | 1 | -26 | 1 | 0 | 2.2 | 0.3 | -1.6 | 0.9
8. COc1ccc(C(=O)NC(=S)NCCO)cc1Br
    -3 | -4 | 0 | -1 | 0 | 1.4 | 0.0 | 4.1 | 0.6
9. Cc1cccc(C)c1NC(=S)NC1CCCCC1
    0 | 9 | -17 | -15 | 3 | 0.7 | -1.9 | 2.1 | 0.2
10. COc1ccccc1C1C=C(c2ccccc2)Nc2nnnn21 (configuration not stated)
    2 | -34 | 34 | -38 | 6 | -1.2 | -1.1 | -0.6 | -0.5
11. Cc1cc([N+](=O)[O-])ccc1N=Nc1c(N)[nH]n(-c2ccccc2)c1=O
    -4 | -24 | -50 | 9 | 4 | 0.8 | -1.6 | -1.0 | 1.0
12. Cc1cc(=O)[nH]c(SCCCOc2ccccc2Cl)n1
    -3 | -3 | 1 | 0 | 0 | -0.4 | -1.0 | -4.6 | -0.4
13. Cc1ccc(Cl)cc1N1CCN(C(=O)CN(C2CCCCC2)S(C)(=O)=O)CC1
    0 | -45 | 11 | -4 | 6 | -1.9 | -0.7 | -0.8 | 0.8
14. N#Cc1c(N2CCOCC2)nc(N2CCCCC2)c2c1CCN(C1CCCCC1)C2
    -5 | 43 | -5 | -5 | 2 | -0.2 | -1.0 | -0.5 | 0.4
15. CCCN(CCC)C(=O)C1CCN(c2cc(C)nc3c(-c4ccc(OC)c(OC)c4)c(C)nn23)CC1
    0 | -11 | -59 | -2 | 40* | -0.3 | 0.0 | 2.7 | -0.2
16. CCC(=O)N1CCc2cc(S(=O)(=O)N(CC)c3cccc(C)c3)ccc21
    -1 | 4 | 1 | -5 | 3 | 0.2 | 1.2 | -2.1 | -0.1
17. CC(C)C1C2=C(CC(C)(C)CC2=O)ON1c1ccccc1 (configuration not stated)
    -3 | 27 | -381 | -13 | 2 | -0.2 | -1.4 | -0.2 | -1.3
18. O=C(CNC(=O)c1ccccc1F)NCCOc1ccccc1Cl
    2 | 1 | 11 | -13 | -1 | 0.3 | -1.2 | -1.0 | 0.2
19. O=C(Nc1ccc(C(=O)NC2CCCCC2)cc1)c1cncc(Br)c1
    -2 | 6 | -17 | -8 | 0 | 0.3 | -0.2 | 0.2 | -0.5
20. CCOC(=O)N1CCC(=NNc2ncc(C(F)(F)F)cc2Cl)CC1
    0 | -10 | -1 | 3 | 6 | -0.1 | -1.0 | 1.8 | 0.6
21. CC1CN(C(=O)c2ccc(CNS(=O)(=O)c3cccc(C(F)(F)F)c3)cc2)CC(C)O1 (configuration not stated)
    0 | 0 | -11 | 0 | 5 | 0.0 | 1.2 | -0.9 | 0.7
22. CCOC(=O)c1cn2c3c(c(F)c(F)cc3c1=O)SC(N1CCOCC1)=N2
    -6 | . | . | -14 | 0 | 1.6 | -0.7 | 1.7 | 0.1
23. COc1ccc(OC)c2c1CCC2=O
    0 | 10 | -317 | -16 | 1 | 0.9 | -0.7 | 0.0 | 1.4
24. COc1ccc(C(=O)CC(c2ccccc2)C2CCCCC2=O)cc1 (configuration not stated)
    0 | 44 | 27 | 0 | 5 | -0.8 | -1.1 | -4.9 | -0.7
25. COc1ccc(NC(C#N)c2ccccc2OCc2ccccc2)cc1 (configuration not stated)
    -3 | 28 | -14 | -3 | 1 | 1.0 | -0.5 | 0.8 | 0.2
26. CN1C(C(=O)Nc2ccccn2)=C(O)c2sccc2S1(=O)=O
    -1 | 13&33 | 7 | -18 | 5 | 0.6 | -0.8 | 1.9 | 1.0
27. CC(C)CCNC(=O)C(c1ccncc1)N(C(=O)Cn1nnc(-c2ccc(F)cc2)n1)c1ccccc1F (configuration not stated)
    5 | 35 | 14 | 4 | 4 | 0.1 | 0.7 | -1.1 | 3.1
28. Cc1nnc(SC(C(=O)Nc2cc(Cl)cc(Cl)c2)c2ccccc2)[nH]c1=O (configuration not stated)
    0 | -9 | -26 | -6 | 7 | 1.1 | 0.6 | 0.7 | -0.3
29. Cc1ccccc1NC(=O)Nc1nnc(Cc2ccc([N+](=O)[O-])cc2)s1
    -2 | -62 | -12 | -8 | 6 | 0.8 | 0.6 | -1.4 | 0.2
30. Cc1cccc(NC(=O)CSc2nnnn2C)n1
    -2 | 4 | -46 | -29 | 3 | 0.8 | 4.1 | -0.2 | 1.1
31. CCOC(=O)C1C(=O)CC(C)(O)C(C(=O)OCC)C1c1ccccc1OC (configuration not stated)
    -2 | 28 | -46 | -7 | 2 | 0.0 | 0.2 | 0.6 | -0.1
32. Cc1ccc2c(c1)NC(=O)C(CC(=O)N(C)Cc1ccccc1)O2 (configuration not stated)
    4 | 9 | 13 | -10 | 7 | -0.3 | -0.6 | -2.7 | -0.5
33. O=C(O)c1cc(-c2c[nH]c3ccccc23)nc2ccc3ccccc3c12
    -1 | -53 | -265 | 2 | 11 | 0.3 | 2.0 | 0.8 | 0.2
34. CC(=O)C1=C(C)NC(=O)NC1/C=C/c1ccccc1 (configuration not stated)
    3 | 22 | -1 | -22 | 1 | 0.6 | 0.9 | 0.8 | 0.8
35. Cc1cccc(Cn2cnc3c(NS(C)(=O)=O)c(C)c(C)cc32)c1
    4 | -35 | 6 | -9 | 8 | 0.1 | -1.1 | -1.8 | -0.9
36. Cc1ccc(NC(=O)c2cc(Cl)nc3ccccc23)cc1
    -4 | 14 | 24 | -5 | 7 | 0.8 | -0.4 | -1.6 | -0.6
37. CCCCC(CC)CNC(=O)c1cccs1 (configuration not stated)
    1 | -35 | 8 | -7 | 4 | 0.3 | -0.8 | -1.6 | -0.5
38. O=C(c1ccc(F)cc1)N1CCCC(C(=O)N2CCN(c3ccccc3)CC2)C1 (configuration not stated)
    -2 | -33 | -10 | 2 | -5 | 0.7 | -0.5 | -1.2 | 0.6
39. CCOC(=O)n1c(=O)n(Cc2ccc(Cl)c(Cl)c2)c2ccccc21
    1 | 77* | -8 | -16 | 8 | 0.0 | -1.1 | -0.6 | 0.6
40. O=C(COc1ccccc1-c1ccccc1)c1ccccc1
    -5 | 41 | 7 | -4 | 3 | 1.3 | -2.2 | -1.0 | -0.1

Sorted by length of the SMILES (high to low): seven of the compounds above.
Every second line gives: Ba/F3 V617F tox | EP2 mod | m-calpain inh | S1P4 antagonist | BaF3 tox | PERK inhibitor | zfTRPN1 agonist | S1P4 ag | TRPML3 agonist
38. O=C(c1ccc(F)cc1)N1CCCC(C(=O)N2CCN(c3ccccc3)CC2)C1 (configuration not stated)
    -2 | -33 | -10 | 2 | -5 | 0.7 | -0.5 | -1.2 | 0.6
31. CCOC(=O)C1C(=O)CC(C)(O)C(C(=O)OCC)C1c1ccccc1OC (configuration not stated)
    -2 | 28 | -46 | -7 | 2 | 0.0 | 0.2 | 0.6 | -0.1
33. O=C(O)c1cc(-c2c[nH]c3ccccc23)nc2ccc3ccccc3c12
    -1 | -53 | -265 | 2 | 11 | 0.3 | 2.0 | 0.8 | 0.2
35. Cc1cccc(Cn2cnc3c(NS(C)(=O)=O)c(C)c(C)cc32)c1
    4 | -35 | 6 | -9 | 8 | 0.1 | -1.1 | -1.8 | -0.9
32. Cc1ccc2c(c1)NC(=O)C(CC(=O)N(C)Cc1ccccc1)O2 (configuration not stated)
    4 | 9 | 13 | -10 | 7 | -0.3 | -0.6 | -2.7 | -0.5
36. Cc1ccc(NC(=O)c2cc(Cl)nc3ccccc23)cc1
    -4 | 14 | 24 | -5 | 7 | 0.8 | -0.4 | -1.6 | -0.6
37. CCCCC(CC)CNC(=O)c1cccs1 (configuration not stated)
    1 | -35 | 8 | -7 | 4 | 0.3 | -0.8 | -1.6 | -0.5

Going on with the list.
Every second line gives: Ba/F3 V617F tox | EP2 mod | m-calpain inh | S1P4 antagonist | BaF3 tox | PERK inhibitor | zfTRPN1 agonist | S1P4 ag | TRPML3 agonist
41. O=C(CN1C(=O)c2ccccc2S1(=O)=O)Nc1ccc(S(=O)(=O)N2CCCCCC2)cc1
    0 | -1 | -14 | -23 | 6 | 1.0 | 0.3 | 1.7 | 0.7
42. O=C(Nc1ccn(-c2ccccc2)n1)c1ccccc1Br
    1 | -2 | 14 | -4 | 3 | 0.8 | -1.4 | 1.1 | -0.4
43. CC1c2nc3ccccc3n2C(CC(=O)NC2CC2)C(=O)N1Cc1ccccc1 (configuration not stated)
    -1 | 16 | -30 | 2 | 8 | 0.6 | -0.1 | 2.8 | 0.1
44. O=C(c1ccc(COc2ccccc2[N+](=O)[O-])o1)N1CCCCC1
    1 | 6 | 0 | -16 | 0 | -0.5 | -1.5 | -1.3 | -0.5
45. CC(C)(C)OC(=O)NCCc1n[nH]c(=S)o1
    -4 | 14 | -3 | -5 | -1 | 1.5 | 2.2 | 1.4 | 0.7
46. Nc1nc(COc2ccccc2C=O)nc(Nc2ccccc2)n1
    3 | -53 | -2 | 0 | 2 | -1.5 | -0.4 | -0.4 | 0.6
47. Cc1nn(CCC(=O)NNC(=S)Nc2ccc(F)cc2)c(C)c1[N+](=O)[O-]
    -2 | 6 | -10 | -10 | 4 | 0.4 | 0.3 | -1.0 | 0.0
48. COc1cc(OC)cc(C(=O)N/N=C/c2ccc(OC)c(COc3ccc(F)cc3)c2)c1
    10 | -12 | -28 | -9 | 55* | -0.2 | -1.4 | -0.1 | -0.7
49. O=C(NCc1ccco1)C(c1ccccc1)N(C(=O)Cc1cccs1)c1ccccc1F (configuration not stated)
    0 | 49 | -4 | 10 | -2 | -0.3 | -2.9 | -0.5 | -1.4
50. CN(C1CCCCC1)S(=O)(=O)c1ccc(S(=O)(=O)N(CC(=O)Nc2ccccc2)C2CC2)cc1
    2 | 10 | 19 | 4 | -5 | 0.6 | -0.3 | 0.7 | 0.2
51. CCOC(=O)c1c(NC(=O)COC(=O)CNC(=O)c2ccco2)sc(C(C)=O)c1C
    -2 | 30 | -30 | -10 | 5 | 0.1 | -1.7 | 0.5 | 0.4
52. CSc1n[nH]c(=O)n1-c1ccc(Cl)cc1
    5 | 1 | 21 | -10 | -1 | 1.0 | 1.9 | 1.3 | -0.2
